# Hsp70 inhibitors: small molecules displacing fluorescent ligand from Hsp70 – biochemical, fluorescence polarization, primary screen (AID 583); Hsp70 fluorescence polarization probe displacement, mP; higher % means a stronger effect; 140,000 compounds, 0.06% hits; displacement, % at 20 µM; hits with a dose series show IC50 in µM; in the data active means displacement above about 50%;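 further: plate controls were vehicle for no effect and reference ligand for full effect; a part of the inactive calls stands beside numbers as strong as those of hits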
# MKP-3 inhibition: MKP-3 phosphatase inhibitors, primary screen, biochemical, rat enzyme, in vitro (AID 425). 110,000 compounds, 0.17% hits. inhibition, % at 20 µM; hits with a dose series show IC50 in µM. recombinant MKP-3 phosphatase activity, fluorescence; higher % means a stronger effect; in the data active means inhibition above about 50%;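 further: plate controls were vehicle for no effect and reference inhibitor for full effect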
# The depositor's hits bear a star; x = no result given; & = joins results of further samples. A portion of the library; count on the stated rates, not on these rows.
# The opening 2 records as a preview:
Hsp70 inhibitors | MKP-3 inhibition | SMILES
1.2% | -7.5% | COCCn1c(CNc2ccc(F)cc2)nnc1SCC(=O)Nc1ccc(OC)cc1OC
4.0% | x | CC(C)c1ccc(C2NC(=O)NC3=C2CCc2ccccc23)cc1 (stereo not given)

# Main list, from the start:
Hsp70 inhibitors | MKP-3 inhibition | SMILES
1.2% | -7.5% | COCCn1c(CNc2ccc(F)cc2)nnc1SCC(=O)Nc1ccc(OC)cc1OC
4.0% | x | CC(C)c1ccc(C2NC(=O)NC3=C2CCc2ccccc23)cc1 (stereo not given)
3.8% | x | O=C(NCCc1ccccc1)c1ccc(=O)[nH]c1
-2.8% | -1.0% | N#CC1=C(N)Oc2c(ccc3ccccc23)C1c1ccc(Cl)cc1Cl (stereo not given)
0.3% | -1.3% | CCOC(=O)c1ccc(NC(=O)CN(c2ccc(Br)cc2)S(C)(=O)=O)cc1
1.0% | x | CC1(C)CC(=O)c2sc(NC(=O)Cc3cccs3)nc2C1
-3.6% | -0.3% | Cc1ccc(C)c(S(=O)(=O)N2CCN(CC(=O)NC(=O)NCc3ccccc3)CC2)c1
-11.7% | x | Cc1ccc(Cl)cc1N1CCN(C(=O)C2(S(=O)(=O)c3ccc(Cl)cc3)CC2)CC1
9.4% | -14.9% | CCOC(=O)C1=C(N)OC2=C(C(=O)CC(C)(C)C2)C1C1CCCCC1 (stereo not given)
-2.2% | -6.4% | Cc1ccc(-c2cc(C(F)(F)F)n3ncc(C(=O)N(C)Cc4ccccc4)c3n2)cc1
-0.4% | 10.2% | O=C(NCCN1CCOCC1)c1cc(-c2ccc(F)cc2)on1
2.2% | -1.2% | CC(=O)Nc1ccc(S(=O)(=O)N(C)c2ccccc2)cc1
-0.8% | -13.0% | CCN(CC)CCn1c(NCc2ccc(OC)cc2)nc2ccccc21
3.5%&0.0% | -1.8% | O=C(Nc1ccc2c3c(cccc13)CC2)c1ccc(Br)o1
10.3% | x | O=C(COC(=O)c1ccccc1C(=O)N1CCN(c2ccccc2)CC1)Nc1ccc(F)cc1
4.3% | -1.0% | O=C(O)c1ccc(-c2nc(-c3ccccc3)c(-c3cccs3)[nH]2)cc1
3.1% | -11.6% | Clc1ccc(-c2noc(CN3CCN(c4ccccc4)CC3)n2)cc1
-2.3% | 1.2% | CC(NC(=O)c1ccco1)C(c1cccs1)N1CCN(c2ccccc2)CC1 (stereo not given)
-4.5% | -0.2% | COc1ccccc1-c1nnc2sc(C3CCCCC3)nn12
-3.0% | -0.8% | O=C(O)CCCNS(=O)(=O)c1ccc(Br)cc1
-0.5% | 2.7% | CN1CCN(c2cc(=O)n(-c3ccccc3)c3ccccc23)CC1
-1.7% | 0.4% | O=C1CNC(=O)/C1=C\N1CCCCC1
-3.4% | -21.3% | COCc1cc(=O)[nH]c(/N=C(\N)Nc2ccc(Oc3ccccc3)cc2)n1
-4.0% | x | O=C(CSc1nc2ccccc2o1)Nc1ccc(Cl)cc1
-1.0% | x | COCCCn1c(C)nnc1SCC(=O)NCc1ccco1
x | -12.1% | Cc1nn(-c2ccccc2)c(C)c1NC(=O)c1cccs1
9.8% | -0.6% | CCOc1cc(Br)cc(C=Nc2ccccc2Sc2c(C)n[nH]c2C)c1O
1.6% | -3.5% | CCn1c(-c2cc(Br)cc(OC)c2O)nc2cc(S(=O)(=O)N(C)C)ccc21
6.4% | 8.3% | COc1cccc(OCCOc2ccc(/C=C3\C(=O)NN(c4ccccc4)C3=O)cc2OC)c1
5.8% | x | CCOC(=O)C1=C(C)Nc2nc3ccccc3n2C1c1ccccc1 (stereo not given)
1.0% | x | Cn1c(=O)c2c(nc(N3CCN(c4ccccn4)CC3)n2Cc2ccc(Cl)cc2Cl)n(C)c1=O
1.5%&4.1% | -84.6%&2.4% | Cc1nc(SCC(=O)c2ccccc2)n[nH]1
-7.8% | x | Cc1cccc(/C=C2\CS/C(=C\c3cccc(C)c3)C2=O)c1
4.5% | 0.1% | COc1ccc2c(c1)-c1c(sn(-c3cc(C)ccc3O)c1=S)C(C)(C)N2
3.7% | 4.8% | COc1ccccc1C(=O)N1c2ccccc2C(Nc2ccccc2)CC1C (stereo not given)
-2.3% | 4.1% | O=C(O)CNC(=O)C1COc2ccccc2O1 (stereo not given)

# Reprinted from the listing, five compounds:
Hsp70 inhibitors | MKP-3 inhibition | SMILES
-3.0% | -0.8% | O=C(O)CCCNS(=O)(=O)c1ccc(Br)cc1
-0.5% | 2.7% | CN1CCN(c2cc(=O)n(-c3ccccc3)c3ccccc23)CC1
-1.7% | 0.4% | O=C1CNC(=O)/C1=C\N1CCCCC1
-3.4% | -21.3% | COCc1cc(=O)[nH]c(/N=C(\N)Nc2ccc(Oc3ccccc3)cc2)n1
-4.0% | x | O=C(CSc1nc2ccccc2o1)Nc1ccc(Cl)cc1

# (continued)
Hsp70 inhibitors | MKP-3 inhibition | SMILES
3.7% | -6.9% | O=C(Nc1nnc(CC(=O)N2CCOCC2)s1)C1COc2ccccc2O1 (stereo not given)
1.3% | x | Fc1ccccc1Cn1nnc(-c2ccc3c(c2)OCO3)n1
2.4% | -0.4% | Cc1cc([N+](=O)[O-])ccc1NC(=O)c1ccccc1C(=O)O
-0.3% | -2.5% | CC(=O)Nc1ccc(N2C(=O)C3C4c5ccccc5C(c5ccccc54)C3C2=O)cc1 (stereo not given)
-7.0% | -13.7% | CCc1ccc(N2CCN(C(=O)c3ccc(OC)c(OC)c3)CC2)cc1
-0.5% | 5.1% | CCCCCN(CCCCC)C(=O)c1ccccc1C(=O)Nc1ccccc1
-4.8% | -2.4% | CC(C)(C)NS(=O)(=O)c1cccc2nsnc12
x | 3.4% | CCOC(=O)Cn1c(=NC(=O)CSC(C)=O)sc2cc(OC)ccc21
0.4% | 1.2% | COc1ccc(/C(N)=N/OC(=O)COc2ccc3ccccc3c2)cc1
-5.0% | 3.6% | CCOC(=O)c1c(-c2ccccc2)csc1-n1c(C)ccc1C
-3.6% | x | COC(=O)CSc1nnc(C)n1-c1cccc(OC)c1
-1.6% | x | CCOc1cc(NS(=O)(=O)c2ccc(Cl)cc2)c(OCC)cc1NC(=O)CC(C)C
-5.9% | -8.3% | Cc1cc(C(=O)CSc2nnc(-c3cccs3)o2)c(C)n1-c1ccccc1
4.1% | 1.4% | Cc1cc(C)cc(N2CC34C=CC(O3)C(C(=O)OCC(=O)NCc3ccco3)C4C2=O)c1 (stereo not given)
-0.9% | -3.4% | Cc1ccc(N[C@@H]2O[C@H](CO)[C@@H](O)[C@H](O)[C@@H]2O)cc1
5.0% | 4.7% | CCOc1ccc(NC(=O)c2ccc(-c3ccc(Cl)cc3)o2)cc1
2.1% | -6.9% | O=C(O)c1ccc(NCc2cccnc2)cc1
-1.1% | 0.7% | Cc1c(C(=O)Nc2cccc(Cl)c2)oc2ccc(S(=O)(=O)N3CCC4(CC3)OCCO4)cc12
-11.5% | -3.8% | O=C(Nc1nc(-c2ccc3c(c2)OCO3)cs1)C1CC1
-1.0% | x | COc1ccccc1-n1c(C)nnc1SCC(=O)NCc1ccccc1
-3.4% | -11.8% | CCCCS(=O)CC(O)COc1ccc(C(C)(C)C)cc1 (stereo not given)
-4.1% | 1.7% | O=C(Cc1ccc(-c2ccccc2)cc1)NCCN1CCOCC1
5.4% | -0.9% | C=CCc1ccccc1OCCOc1cccc(/C=c2\sc3nc4ccccc4n3c2=O)c1
5.7% | x | CCOC(=O)c1cnc2c(Cl)cccc2c1NCCN(C)C
0.9% | -9.5% | CCn1c(=O)c(C(=O)Nc2ccccc2S(N)(=O)=O)c(O)c2ccccc21
-3.3% | -0.5% | Cc1nnc(SCc2nnc(-c3ccc(Cl)cc3)o2)n1-c1ccccc1
-0.4% | x | OC1CCN(c2c3c(nc4cc(-c5ccc(Cl)cc5)nn24)CCC3)CC1
-4.3% | 7.9% | O=C(O)c1ccc2c(c1)C(=O)N(c1ccc(-c3nnc(-c4ccccc4)o3)cc1)C2=O
-3.5% | -4.7% | Cc1nonc1OCCn1nnnc1N
-0.4% | 0.8% | CCc1ccc(/C=C(/C#N)C(N)=O)s1
0.5% | -3.2% | CC(=O)c1ccc(NC(=O)C2CCCCC2)cc1
0.3% | -0.8% | O=C(NCc1ccc(F)cc1)c1noc2c1CCCCC2
6.0% | x | O=C(CSc1nnnn1-c1cccc2ccccc12)Nc1ccc(N2CCOCC2)c(Cl)c1
2.3% | x | CCCn1nnnc1SCC(=O)N1CCCC1
2.2% | x | Cc1ccc(S(=O)(=O)N2CCN=C2c2ccccc2)cc1C
-82.4% | -1.2% | CCN(CC)c1ccc(/C=C2/SC(=S)N(CNc3cccc(C)c3)C2=O)cc1
2.6% | -10.6% | O=C(O)c1cccc(NC(=O)C23CC4CC(C2)CC(n2cnc(Cl)n2)(C4)C3)c1
0.9% | -3.5% | COc1ccc(NC(=O)C(c2ccccc2)N(C)C(=O)c2cnccn2)cc1 (stereo not given)
x | 2.4% | COc1ccc(NC(=O)C(=O)NCCN2CCN(S(=O)(=O)c3ccccc3)CC2)cc1
4.4% | 0.2% | N=c1n(CCN2CCCC2)c2ccccc2n1CC(O)c1ccco1 (stereo not given)
-0.2% | -8.9% | CCCCC(=O)NC1=NC(=O)C(C)(C)S1
2.8% | 1.5% | Cc1cccc(Nc2nc(Nc3cccc(C)c3)nc(SC(=S)N3CCOCC3)n2)c1
0.8% | -0.8% | CCOC(=O)c1cccc(NC(=O)CN(c2ccc(C)cc2)S(=O)(=O)c2c(C)noc2C)c1
4.5%&-0.6% | -3.3%&-2.6% | COc1ccc(C2CC(C(F)(F)F)n3nc(C(=O)O)c(Cl)c3N2)cc1OC (stereo not given)
7.5% | -12.0% | COc1cc(C)c(Cl)cc1S(=O)(=O)NCC1CCCO1 (stereo not given)
-1.3% | 1.3% | O=C(CSc1nnc2ncccn12)N1CCCCCC1
6.1% | -2.0% | COc1cccc(C(=O)Nc2cc([N+](=O)[O-])ccc2O)c1
-3.0% | x | Cc1cc(OCC(=O)N2CCc3ccccc3C2)c2c(-c3ccccc3)cc(=O)oc2c1
1.6% | -3.7% | O=C1OC(c2ccccc2)=N/C1=C(\Sc1nc2ccccc2o1)c1ccccc1
3.3% | 2.3% | Brc1ccc(/C=N/c2ncn[nH]2)cc1
7.0% | -5.6% | Cc1nnc2c3ccccc3c(-c3ccccc3)nn12
-0.4% | x | Cc1nnc(NC(=O)CSc2nccn2C)s1
0.2% | -13.2% | CCCCCCn1c(N(CC)CC)nc2c1c(=O)[nH]c(=O)n2C
-3.6% | x | CC1CC(=O)c2cn3c(nc2C1)nc1ccccc13 (stereo not given)
1.1% | -2.1% | COc1ccccc1C(=O)N[C@H](C)c1ccccc1
-2.8% | -5.6% | COC(=O)c1c(NC(=O)CN2CCN(c3ccccc3OC)CC2)c2cc(C)ccc2n1C
3.0% | x | O=C(Nc1nncs1)c1cccc(S(=O)(=O)N2CCOCC2)c1
1.9% | 8.1% | O=C(CSc1ccccc1)Nc1ccc(S(=O)(=O)NCC2CCCO2)cc1 (stereo not given)
4.3% | 0.2% | C/C(=N\NC(=O)CSc1ncccn1)c1ccc(Cl)cc1
5.1% | -3.2% | Cc1cccc(NC(=O)Cn2c(=O)oc3ccccc32)c1

# Further results:
Hsp70 inhibitors | MKP-3 inhibition | SMILES
-1.2% | -0.8% | O=C(Cn1c(=O)oc2ccccc21)N1CCCCC1
-0.3% | -4.9% | O=C(Cn1c(=O)oc2ccccc21)N1CCN(c2ccccc2)CC1
1.6% | 3.1% | CC(CC(=O)O)C(=O)c1ccc(Cl)c([N+](=O)[O-])c1 (stereo not given)
1.8% | -4.6% | O=C(Nc1nc(-c2ccc3c(c2)OCO3)cs1)C1COc2ccccc2O1 (stereo not given)
-1.9% | 0.2% | CC1CCCN(C(=O)CSCC(=O)Nc2nc(-c3cccs3)cs2)C1 (stereo not given)
2.4% | -3.2% | COC(=O)COC(=O)c1ccc(Oc2nc(OC)nc(N(C)C)n2)cc1
1.6% | -2.0% | COc1ccc(N(CC(=O)Nc2ccc(Br)cc2)S(=O)(=O)c2ccc(C)cc2)cc1
4.1% | x | Cc1cccc(NC2=NC(=S)N(CC#N)C23CCCCC3)c1
-3.4% | 4.8% | COc1cc(-c2nc3n(n2)C(c2cccc(OC)c2OC)C2=C(CCCC2=O)N3)cc(OC)c1OC (stereo not given)
-52.4% | -5.4% | CCN(CC)c1ccc2c(c1)OC(N)=C(C#N)C2c1cccnc1 (stereo not given)
-0.9% | x | Cc1ccc(OCC(=O)Sc2ccc(C)cc2)cc1
-0.6% | 4.0% | O=C(/C=C/c1ccc(-c2ccccc2[N+](=O)[O-])o1)C12CC3CC(CC(C3)C1)C2
3.6% | 3.6% | COc1ccccc1N(CC(=O)NCC(C)c1ccccc1)S(=O)(=O)c1ccccc1 (stereo not given)
-3.2% | 1.5% | COC(=O)c1c(C)oc2ccc(OCc3ccc(C)cc3)cc12
-1.7% | -2.4% | CCOC(=O)N1CCC(NC(=O)c2ccc(CS(=O)(=O)c3ccc(OC)cc3)o2)CC1
4.9% | -4.9% | CCOC(=O)C1CCCN(C(=O)c2cc(-c3ccccc3)on2)C1 (stereo not given)
3.1% | -2.9% | COc1ccccc1OCC(=O)N1CCNC1=O
-0.9% | -1.4% | CC(=O)N(CC(C)(C)CC=C(C)C)c1ccccc1
-0.8% | -5.4% | CN1CCC2(CC1)NC(=O)NC2=O
1.2% | -2.2% | Cc1ccc(NC(=O)c2cc3ccccc3cc2O)c(C)c1
0.4% | x | O=C1CCC(=O)N1OCCCOc1ccccc1
1.8% | 2.3% | CC(=O)N(C)c1ccc(NC(=O)c2ccccc2[N+](=O)[O-])cc1
0.8% | x | Cc1ccccc1-n1ccnc1SCC(=O)O
3.2%&2.6% | 2.9% | N#C/C(=N\O)c1nc(-c2ccccc2)cs1

# Single records, as listed above.
# Listed for `COC(=O)COC(=O)c1ccc(Oc2nc(OC)nc(N(C)C)n2)cc1` → Hsp70 inhibitors: 2.4%; MKP-3 inhibition: -3.2%
# Listed for `O=C(CSc1nnc2ncccn12)N1CCCCCC1` → Hsp70 inhibitors: -1.3%; MKP-3 inhibition: 1.3%

# Screening results: PubChem BioAssay, Sanford-Burnham Center for Chemical Genomics
